RORgamma inh: blocks mouse ROR gamma transcriptional activity; P51450; Drosophila S2 Gal4-RORgamma UAS-luciferase reporter, 20 h; Potency, µM (top dose mostly 53.6 µM), without a hit: at the top dose activity change, negative = inhibition, usual class: inhibitors; 310,000 compounds, 5.4% hits; also: % is scaled to controls: 0 for no effect and ±100 for the full control effect; nearly all actives have a fitted effect of over 60% in size
Target sequence (P51450 whole entry, looked up, the tested form may be a part): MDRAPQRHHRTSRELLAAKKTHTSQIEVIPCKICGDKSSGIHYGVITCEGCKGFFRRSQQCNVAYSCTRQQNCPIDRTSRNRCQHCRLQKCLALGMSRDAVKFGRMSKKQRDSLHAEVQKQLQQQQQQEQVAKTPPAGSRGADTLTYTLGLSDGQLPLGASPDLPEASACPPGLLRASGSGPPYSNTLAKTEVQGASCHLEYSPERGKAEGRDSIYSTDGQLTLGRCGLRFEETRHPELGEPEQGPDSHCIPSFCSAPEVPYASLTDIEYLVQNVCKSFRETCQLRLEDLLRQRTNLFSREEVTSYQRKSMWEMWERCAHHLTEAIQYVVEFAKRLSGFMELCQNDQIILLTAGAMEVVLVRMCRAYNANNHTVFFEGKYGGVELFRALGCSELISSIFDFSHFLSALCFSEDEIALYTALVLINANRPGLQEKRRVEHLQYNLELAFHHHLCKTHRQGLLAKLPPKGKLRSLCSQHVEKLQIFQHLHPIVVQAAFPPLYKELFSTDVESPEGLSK
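A Gal4/UAS one-hybrid system in insect cells: metallothionein-promoter Gal4–ROR gamma fusion plus Photinus luciferase reporter. Copper sulfate 700 uM final, 20 hr ambient incubation, luminescent detection after 10 min with reagent.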
MLL CXXC-DNA inh: inhibitors of human MLL CXXC domain-DNA interaction; Q03164; MLL-CXXC / FITC-HOXA9 DNA fluorescence polarization; Potency, µM (highest dose often 115 µM), for the others: top-dose activity change, negative = inhibition, actives largely listed as inhibitors; 290,000 compounds, 0.037% hits; active = well fitted inhibition curve with a large enough effect in the polarisation, with a control signal flat, not every such curve was filed as active; inconclusive = small, poorly fitted or top-dose-only effect, or effect the other way, or a change in a side signal; inactive = no such curve, though single readings can be large or run the other way; the % refers to the polarisation
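Steps: dispense CXXC domain solution (7 uM) → pin compounds or unlabeled HOX-A9 DNA control → 5 min ambient → add FLSN-HOX-A9 solution (50 nM) → spin → 30 min ambient → fluorescence polarization. Tris pH 7.5/NaCl/DTT/BSA buffer.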
FLuc modulator: counter-screen for miR-21 project: firefly luciferase inhibitors or activators | purified FLuc, Km substrates, luminescence inhibition | Potency, µM (titrated, usually from 57.5 µM), without a hit: top-dose activity change, negative = inhibition, hits mostly inhibitors | 360,000 compounds, 6.9% hits | AID 588342;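 also: plate controls were vehicle for no effect and reference inhibitor for full effect; nearly all actives have a fitted effect of over 55% in size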
Target sequence (P08659 whole entry, looked up): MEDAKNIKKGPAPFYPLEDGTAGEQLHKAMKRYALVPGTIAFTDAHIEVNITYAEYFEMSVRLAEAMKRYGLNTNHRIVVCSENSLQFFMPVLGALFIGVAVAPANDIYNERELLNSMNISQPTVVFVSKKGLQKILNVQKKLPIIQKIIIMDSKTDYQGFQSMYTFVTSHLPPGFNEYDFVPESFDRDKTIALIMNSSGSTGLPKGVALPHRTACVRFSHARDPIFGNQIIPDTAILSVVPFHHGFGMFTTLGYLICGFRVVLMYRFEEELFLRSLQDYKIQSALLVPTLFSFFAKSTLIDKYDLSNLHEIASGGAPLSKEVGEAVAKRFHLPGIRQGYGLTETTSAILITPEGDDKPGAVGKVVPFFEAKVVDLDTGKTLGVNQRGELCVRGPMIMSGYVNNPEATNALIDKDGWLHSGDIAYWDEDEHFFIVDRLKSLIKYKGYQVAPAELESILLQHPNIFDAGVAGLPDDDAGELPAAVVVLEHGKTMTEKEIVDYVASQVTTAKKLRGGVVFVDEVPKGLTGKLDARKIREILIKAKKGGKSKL
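Biochemical qHTS of compounds, final roughly 60 µM downward over six points, against 10 nM purified firefly luciferase using Km concentrations of substrates (10 uM D-luciferin, 10 uM ATP) in Tris acetate pH 7.5 buffer; luminescence output.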
VP16 counter: Gal4-VP16 reporter inhibition counter-screen; Drosophila S2 Gal4-VP16 UAS-luciferase, luminescence, 20 h; Potency, µM (top dose mostly 53.6 µM), without a hit: at the highest dose activity, negative = inhibition, actives largely listed as inhibitors; 310,000 compounds, 3.5% hits; AID 2546;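 also: Gal4-VP16 expression switched on by copper sulfate through the metallothionein promoter; % is scaled to controls: 0 for no effect and ±100 for the full control effect; nearly all actives have a fitted effect of over 50% in size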
An asterisk follows results filed as active; ? = inconclusive; nt = no result given; & = joins results of further samples; [ ] = dose if it differs, or a comment. Unless noted, calls follow the shape of the dose curve; as a rule, active = well fitted curve in the direction sought with a large enough effect; inconclusive = small, poorly fitted or top-dose-only effect, or another doubt; inactive = no such curve, though single readings can be large; an effect the other way counts as inactive or inconclusive. Potency is read from the fitted curve at half-maximal effect. These rows are one share of the data, so the mix of outcomes need not match the whole.

A first look (four entries):
SMILES	RORgamma inh	MLL CXXC-DNA inh	FLuc modulator	VP16 counter
C=Cc1c(C)c2cc3nc(cc4[nH]c(cc5nc(cc1[nH]2)C(C)=C5CCC(=O)O)c(CCC(=O)OC)c4C)[C@@]1(C)C3=CC=C(C(=O)OC)[C@H]1C(=O)OC (tested in a mixture with another compound)	-2%[16.9 µM]	-16%	nt	-2%[17 µM]
CCCCCCOc1ccc(C(=N)N(CCCC)CCCC)c2ccccc12	?	?	nt	22µM*
CC(C)CCCC(C)CCCC(C)CCCCC(C)CCCC(C)CCCC(C)C (configuration not stated)	1%[10 µM]	-14%	nt	-1%
CC(=O)[C@]1(O)Cc2c(O)c3c(c(O)c2[C@@H](O[C@H]2C[C@H](N)[C@H](O)[C@H](C)O2)C1)C(=O)c1c(O)cccc1C3=O	3.5µM*	?	nt	7.1µM*

Results, previewed entries included:
SMILES	RORgamma inh	MLL CXXC-DNA inh	FLuc modulator	VP16 counter
C=Cc1c(C)c2cc3nc(cc4[nH]c(cc5nc(cc1[nH]2)C(C)=C5CCC(=O)O)c(CCC(=O)OC)c4C)[C@@]1(C)C3=CC=C(C(=O)OC)[C@H]1C(=O)OC (tested in a mixture with another compound)	-2%[16.9 µM]	-16%	nt	-2%[17 µM]
CCCCCCOc1ccc(C(=N)N(CCCC)CCCC)c2ccccc12	?	?	nt	22µM*
CC(C)CCCC(C)CCCC(C)CCCCC(C)CCCC(C)CCCC(C)C (configuration not stated)	1%[10 µM]	-14%	nt	-1%
CC(=O)[C@]1(O)Cc2c(O)c3c(c(O)c2[C@@H](O[C@H]2C[C@H](N)[C@H](O)[C@H](C)O2)C1)C(=O)c1c(O)cccc1C3=O	3.5µM*	?	nt	7.1µM*
CCCCCc1ccc(C)cc1O	-3%	-5%	nt	?
O=c1[nH]c(=O)n([C@@H]2C[C@H](O)[C@H](CO)O2)cc1I	5%[2.98 µM]	1%[51.4 µM]	nt	0%[17 µM]
C=CCc1ccc(O)c(OC)c1	5%	-1%	nt	2%&-1%&0%&5%
N[C@@H](CO)C(=O)NNCc1ccc(O)c(O)c1O	-19%[16.9 µM]	-4%	nt	-9%[17 µM]
CC(C)CN(C[C@@H](O)[C@H](Cc1ccccc1)NC(=O)O[C@H]1CCOC1)S(=O)(=O)c1ccc(N)cc1	2%	0%	nt	-7%
CC[C@H]1OC(=O)[C@H](C)C(=O)[C@H](C)[C@@H](OC2O[C@H](C)C[C@H](N(C)C)[C@@H]2O)[C@@](C)(OC)C[C@@H](C)C(=O)[C@@H](C)C2N(CCCCn3cnc(-c4cccnc4)c3)C(=O)O[C@@]21C (some centres not stated)	9%	-1%	nt	-11%
CC1CC(O)CC(C)(C)C1 (configuration not stated)	-20%	-2%	nt	-1%
CC(C(=O)O)c1ccc2c(c1)Cc1cccnc1O2 (configuration not stated)	12%	12%	nt	3%
NC(=O)CCCCC1CCSS1 (configuration not stated)	0%[10 µM]	?	nt	8%
CO/N=C(/C(=O)N[C@@H]1C(=O)N2C(C(=O)O)=C(CSc3nc(C)c(CC(=O)O)s3)CS[C@H]12)c1csc(N)n1	39%	1%	nt	0%
FCOC(C(F)(F)F)C(F)(F)F	4%	-5%	nt	-5%
C=C1C(n2cnc3c(=O)[nH]c(N)nc32)C[C@H](O)[C@H]1CO (some centres not stated)	-30%	3%	nt	-4%
NCCO/C=C/[C@H](N)C(=O)O	15%[10 µM]	8%	nt	1%
CCOC(=O)O[C@]1(C(=O)OCCl)CC[C@@H]2[C@H]3CCC4=CC(=O)C=C[C@]4(C)[C@@H]3[C@@H](O)C[C@@]21C	-1%[10 µM]	3%	nt	-4%
CC(NNC(=O)c1ccccc1)c1ccccc1 (configuration not stated)	4%	1%	nt	0%
CC(C)CCC[C@@H](C)[C@H]1CC[C@H]2[C@@H]3CC=C4C[C@@H](O)CC[C@]4(C)[C@H]3CC[C@]12C	7%	1%	nt	-4%
Nc1ccn([C@@H]2O[C@H](CO)[C@H](O)C2(F)F)c(=O)n1	-2%	-8%	nt	-6%
CCCCCCCCCCCCOCCCN	17%	-1%	nt	-4%
Cl/C(=C\n1cncn1)c1ccc(Cl)cc1Cl	-3%	9%	nt	-5%
CC(=O)NC[C@@H]1CN(c2ccc(N3CCOCC3)c(F)c2)C(=O)O1	-14%[10 µM]	-6%	nt	-2%
CCC(O)c1ccccc1 (configuration not stated)	21%	1%	nt	4%&-7%&-1%
c1ccc2[nH]ccc2c1	9%	-5%	nt	-2%
NC(=O)OC[C@H](O)COc1ccc(Cl)cc1	4%[2.98 µM]	1%[51.4 µM]	nt	-9%[17 µM]
C[C@]12CC[C@@H]3c4ccc(O)cc4C[C@@H](CCCCCCCCCS(=O)CCCC(F)(F)C(F)(F)F)C3[C@@H]1CC[C@@H]2O (some centres not stated)	17%[10 µM]	6%	nt	-14%
CN1c2cc(O)c(N=NC(N)=O)cc2CC1S(=O)(=O)O (configuration not stated)	-13%	8%	nt	-3%
CC(=O)N(CC(O)CN(C(C)=O)c1c(I)c(C(=O)NC[C@@H](O)CO)c(I)c(C(=O)NC[C@@H](O)CO)c1I)c1c(I)c(C(=O)NC[C@@H](O)CO)c(I)c(C(=O)NC[C@@H](O)CO)c1I	5%[2.98 µM]	-8%[51.4 µM]	nt	8%[17 µM]

Reprinted at random: seven entries already listed, in no set order.
SMILES	RORgamma inh	MLL CXXC-DNA inh	FLuc modulator	VP16 counter
C[C@]12CC[C@@H]3c4ccc(O)cc4C[C@@H](CCCCCCCCCS(=O)CCCC(F)(F)C(F)(F)F)C3[C@@H]1CC[C@@H]2O (some centres not stated)	17%[10 µM]	6%	nt	-14%
CC(NNC(=O)c1ccccc1)c1ccccc1 (configuration not stated)	4%	1%	nt	0%
Cl/C(=C\n1cncn1)c1ccc(Cl)cc1Cl	-3%	9%	nt	-5%
CCC(O)c1ccccc1 (configuration not stated)	21%	1%	nt	4%&-7%&-1%
CCCCCCCCCCCCOCCCN	17%	-1%	nt	-4%
CC(C)CCC[C@@H](C)[C@H]1CC[C@H]2[C@@H]3CC=C4C[C@@H](O)CC[C@]4(C)[C@H]3CC[C@]12C	7%	1%	nt	-4%
CCOC(=O)O[C@]1(C(=O)OCCl)CC[C@@H]2[C@H]3CCC4=CC(=O)C=C[C@]4(C)[C@@H]3[C@@H](O)C[C@@]21C	-1%[10 µM]	3%	nt	-4%

(listing goes on)
SMILES	RORgamma inh	MLL CXXC-DNA inh	FLuc modulator	VP16 counter
O=C(O)Cc1nn(Cc2ccc(Br)cc2F)c(=O)c2ccccc12	12%	-3%	nt	3%
CCN(CC)CCOCCOC(=O)C(CC)(CC)c1ccccc1 (tested in a mixture with another compound)	1%[10 µM]	-3%	nt	-15%
O=NN(CCCl)C(=O)NC1CCCCC1	13%	-6%	nt	-9%
O=C1CC[C@H](C(=O)N[C@@H]2C[C@H]2c2ccccc2)N1	40%	-4%	nt	8%
CC[C@@H]1/C=C(\C)C[C@H](C)C[C@H](OC)[C@H]2O[C@@](O)(C(=O)C(=O)N3CCCC[C@H]3C(=O)O[C@H](/C(C)=C/[C@@H]3CC[C@H](Cl)[C@H](OC)C3)[C@H](C)[C@@H](O)CC1=O)[C@H](C)C[C@@H]2OC	4%	8%	nt	-19%
C=C1C(CCl)(CCl)C2(Cl)C(Cl)C(Cl)C1(Cl)C2(Cl)Cl (configuration not stated)	-3%	-5%	nt	-29%
CC(C)CCC[C@@H](C)[C@H]1CC[C@H]2[C@@H]3CC[C@@H]4C[C@H](O)CC[C@]4(C)[C@H]3CC[C@]12C	0%	-8%	nt	4%
CCCCCCCCCCCCCC[n+]1ccc(C)cc1	?	0%	nt	4µM*
CC1OC(OC2CCC3(C)C(CCC4C3CC(O)C3(C)C(C5=CC(=O)OC5)CCC43O)C2)CC(O)C1OC1CC(O)C(OC2CC(O)C(OC3OC(CO)C(O)C(O)C3O)C(C)O2)C(C)O1 (configuration not stated)	-10%	2%	nt	8%
C=C1CCC2[C@](C)(CO)C(O)CC[C@]2(C)C1C/C=C1/C(=O)OCC1O (some centres not stated)	13µM*	-1%	nt	-13%
CC1=C[C@@H](O)CC(C)(C)[C@@H]1/C=C/C(C)=C/C=C/C(C)=C/C=C/C=C(C)/C=C/C=C(C)/C=C/C1=C(C)C[C@H](O)CC1(C)C	-10%	6%	nt	-20%
C[C@@H](CN(C)C)CN1c2ccccc2Sc2ccccc21	3%[2.98 µM]	3%[51.4 µM]	nt	-3%[17 µM]
NC(CCC(=O)N[C@@H](CS)C(=O)NCC(=O)O)C(=O)O (some centres not stated)	-16%	-2%	nt	-2%
NC1=NC(S)C2N=CN=C2N1 (configuration not stated)	-24%	-2%	nt	30%
COC1C=CO[C@@]2(C)Oc3c(C)c(O)c4c(O)c(c5c(nc6cc(C)ccn65)c4c3C2=O)NC(=O)/C(C)=C\C=CC(C)C(O)[C@@H](C)C(O)C(C)[C@@H](OC(C)=O)C1C (some centres not stated)	-5%	-5%	nt	-6%
CN1C(=O)CN2CCc3ccccc3C2c2cc(Cl)ccc21 (configuration not stated)	16%	7%	nt	-3%
O=C(O)c1ccccc1-c1c2cc(Br)c(=O)c(Br)c-2oc2c(Br)c(O)c(Br)cc12	12%&-23%	nt	nt	?
COc1cc2ncnc(Nc3ccc(F)c(Cl)c3)c2cc1OCCCN1CCOCC1	-15%	5%	nt	6%
COc1ccc(N2CCN(C(=O)CSc3nc(-c4ccccc4)no3)CC2)cc1	nt	nt	7%	nt
Cc1cc(C)cc(NC(=O)CCCc2nc(-c3ccccc3Cl)no2)c1	nt	nt	5%	nt
Cc1cc(C)cc(NC(c2cccc(Cl)c2)c2nnc(-c3ccccc3)o2)c1 (configuration not stated)	nt	nt	-17%	nt
COc1ccccc1CNC(=O)c1cc2cc(S(=O)(=O)N3CCCCC3)ccc2n1C	nt	nt	6%	nt
CCOc1ccccc1C(=O)N1CCC(c2nc3ccccc3o2)CC1	nt	nt	-10%	nt
CCCCNC(=O)CSC1=Nc2ccccc2C2=NC(CCC(=O)NCc3ccccc3OC)C(=O)N12 (configuration not stated)	nt	nt	4%	nt
COc1ccc(NS(=O)(=O)c2ccc(-n3cccn3)cc2)cc1OC	nt	nt	-8%	nt
O=C(CSc1nc2c(c(=O)[nH]1)CCC2)Nc1ccccc1F	nt	nt	-2%	nt
CCn1c2c(c(=O)n3ncc(C(=O)Nc4cc(Cl)ccc4C)c13)CN(Cc1ccc(OC)cc1)CC2	nt	nt	-12%	nt
O=C(NCC1CCN(Cc2cccc(Cl)c2)CC1)Nc1ccc(F)c(Cl)c1	nt	nt	-5%	nt
CCOC(=O)CN1C(=O)c2cccnc2Oc2ccccc21	nt	nt	2%	nt
CCc1ccc(OC(=O)CSc2nnc(-c3ccc(OC)c(OC)c3)o2)cc1	nt	nt	-7%	nt
Cc1ccc(CC(=O)Nc2c(C(=O)N3CCN(c4ccccc4F)CC3)oc3ccccc23)cc1	nt	nt	2%	nt
COc1ccc(CCNC(=O)Cn2nnc(-c3ccc(Cl)cc3)n2)cc1OC	nt	nt	-3%	nt
COc1ccc(C(=O)NCc2nnc(SCC(=O)Nc3ccccc3)n2-c2ccccc2)cc1	nt	nt	1%	nt
Cc1ccc(NC(=O)Cn2c(=O)n(-c3ccc(Cl)c(Cl)c3)c(=O)c3c(C)c(C)sc32)c(C)c1	nt	nt	4%	nt
Cc1ccc(C(=O)Oc2cc(-c3ccc4c(c3)OCO4)cc(=O)c3c(C)oc(C)c23)cc1	nt	nt	?	nt
CN(C)S(=O)(=O)N1CCC(N2CCN(Cc3ccc(F)cc3)C(=O)C2=O)CC1	nt	nt	0%	nt
O=C(NCc1ccco1)c1ccc(Cn2c(SCc3ccc(F)cc3)nc3cccnc32)cc1	nt	nt	6µM*	nt
Cc1cc(C)c(Cn2c3ccccc3c3cnn(CC(=O)NCCC4=CCCCC4)c(=O)c32)c(C)c1	nt	nt	0%	nt

Two entries from above in another layout:
> C=CCc1ccc(O)c(OC)c1
  RORgamma inh: 5%
  MLL CXXC-DNA inh: -1%
  FLuc modulator: nt
  VP16 counter: 2%&-1%&0%&5%

> N[C@@H](CO)C(=O)NNCc1ccc(O)c(O)c1O
  RORgamma inh: -19%[16.9 µM]
  MLL CXXC-DNA inh: -4%
  FLuc modulator: nt
  VP16 counter: -9%[17 µM]

Screening results deposited in PubChem BioAssay by National Center for Advancing Translational Sciences (NCATS).
